TPT1 inhibitor – blocks Candida albicans tRNA 2'-phosphotransferase; AID 1962; recombinant caTPT1, FP RNA substrate dephosphorylation; 0.81% of 300,000 active; inhibition, % at 5 µM;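 active means inhibition above the mean of all tested compounds plus 3 SD, set per screening campaign, cut at about 24% in these data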;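 further: plate controls were DMSO alone for no effect and ferristatin control at 100 nM for full effect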
PP1 inh – counter-screen for PP5 inhibitors: inhibitors of human PP1-alpha | inhibition, % at 6.7 µM | 0.9% of 320,000 active | P62136 | AID 2235 | purified PP1alpha, OMFP fluorescence;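 active means inhibition above the mean inhibition of all tested compounds plus 3 SD, computed separately for each screening campaign, cut at about 15% in these data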
Target sequence (P62136 whole entry, looked up): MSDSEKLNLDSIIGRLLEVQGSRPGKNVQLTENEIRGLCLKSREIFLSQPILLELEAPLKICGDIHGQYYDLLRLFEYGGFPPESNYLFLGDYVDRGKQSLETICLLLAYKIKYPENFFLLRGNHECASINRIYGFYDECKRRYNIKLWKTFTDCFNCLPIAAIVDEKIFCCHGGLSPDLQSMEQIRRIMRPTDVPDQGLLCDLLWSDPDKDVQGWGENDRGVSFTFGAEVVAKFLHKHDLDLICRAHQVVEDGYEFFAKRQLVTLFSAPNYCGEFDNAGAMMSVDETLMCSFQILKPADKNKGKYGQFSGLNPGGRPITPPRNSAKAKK
procasp7 counter – activates human procaspase-7, counter-screen for procaspase-3 activators. activation, % at 8.5 µM. AID 463210. P55210. 0.093% of 330,000 active. recombinant procaspase-7, Ac-DEVD-pNA absorbance 405 nm; D23A/D198A/D206A triple mutant, cannot self-cleave; scale: DMSO 0, 5 µM enzyme 100;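 active means percent activation above the screen-wide mean plus 3 SD, cut at about 25% in these data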
Target sequence (P55210 whole entry D23A/D198A/D206A): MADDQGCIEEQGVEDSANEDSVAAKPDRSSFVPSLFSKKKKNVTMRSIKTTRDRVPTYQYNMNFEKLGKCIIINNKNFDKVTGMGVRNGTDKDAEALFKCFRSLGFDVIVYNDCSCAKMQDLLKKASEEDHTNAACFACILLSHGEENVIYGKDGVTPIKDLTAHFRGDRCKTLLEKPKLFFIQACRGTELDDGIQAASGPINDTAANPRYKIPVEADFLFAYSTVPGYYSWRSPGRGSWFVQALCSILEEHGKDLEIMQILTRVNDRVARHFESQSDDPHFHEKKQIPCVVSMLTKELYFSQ
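System: Procaspase-7 triple mutant (PC-7 D3A); measure: % activation from two-timepoint absorbance difference, scaled to controls; times: 1 h compound preincubation, 2 h substrate cleavage, 25 °C; also added: Ac-DEVD-pNA substrate, 400 µM as added; measured by: Epi-absorbance of released pNA at 405 nm, two timepoints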
PP5 inh – PP5 (human) phosphatase inhibition; P53041; purified PP5c, OMFP substrate fluorescence; inhibition, % at 6.7 µM; 0.18% of 320,000 active; AID 1987;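 active means inhibition above the campaign's mean inhibition across all tested compounds plus 3 SD, cut at about 9.5% in these data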;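 further: 0% = DMSO only and 100% = 100 µM cantharidin control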
CTSL1 counter – counter-screen for PFM18AAP inhibitors: inhibitors of F. hepatica cathepsin L1; recombinant F. hepatica cathepsin L1, Z-Leu-Arg-MCA fluorescence; inhibition, % at 5.96 µM; 0.49% of 300,000 active;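 active means inhibition above the mean of all tested compounds plus 3 SD, set per screening campaign, cut at about 17% in these data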;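 further: 0% = plate median of test compound wells and 100% = 1 µM Z-Phe-Ala-diazomethylketone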
Efflux pump inh – blocks antifungal efflux pumps in multiplex yeast assay; inhibition, % at 10 µM; AID 485275; 0.44% of 330,000 active; S. cerevisiae Candida pump triplex, Nile Red efflux;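 active means plate passing quality check with inhibition over a set limit, or well fluorescence over plate mean plus 4 SD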;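 further: Nile Red retained in pooled yeast measured as flow cytometry median fluorescence; 0% = buffer negative control and 100% = Enniatin B positive control; higher means more Nile Red kept so more efflux inhibition; some compounds called inactive have numbers as strong as hits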
HCV core dimer – HCV core protein dimerization inhibition | 0.33% of 300,000 active | inhibition, % at 5 µM | TR-FRET GST/Flag-core106 dimerization, 1536-well;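 active means inhibition above the mean of all tested compounds plus 3 SD, set per screening campaign, cut at about 45% in these data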
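assay system = GST-tagged and Flag-tagged HCV core protein residues 1-106 | controls = unlabelled core106 and no-GST-core106 wells | incubation = compound-protein-antibody incubation 4 h at 22.5 °C | probe or stimulus = Eu donor and XL665 acceptor anti-tag antibodies | read-out = % inhibition based on acceptor/donor emission ratio | signal = TR-FRET 671 and 617 nm emission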
JMJD2C inh – human JMJD2C demethylase inhibition; Q9H3R0; GST-JMJD2C(1-420) H3K9me3 demethylation, DELFIA europium; inhibition, % at 2.35 µM; 0.069% of 330,000 active; AID 2099;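 active means more than half of a compound's replicate wells show inhibition beyond 50%, single wells judged on their own value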;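 further: signal counts dimethyl H3K9 product captured on neutravidin plate; 0% = median of DMSO wells and 100% = 0.3 times that DMSO median; strong numbers were not always called active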
Target sequence (Q9H3R0 1-420 limits assumed): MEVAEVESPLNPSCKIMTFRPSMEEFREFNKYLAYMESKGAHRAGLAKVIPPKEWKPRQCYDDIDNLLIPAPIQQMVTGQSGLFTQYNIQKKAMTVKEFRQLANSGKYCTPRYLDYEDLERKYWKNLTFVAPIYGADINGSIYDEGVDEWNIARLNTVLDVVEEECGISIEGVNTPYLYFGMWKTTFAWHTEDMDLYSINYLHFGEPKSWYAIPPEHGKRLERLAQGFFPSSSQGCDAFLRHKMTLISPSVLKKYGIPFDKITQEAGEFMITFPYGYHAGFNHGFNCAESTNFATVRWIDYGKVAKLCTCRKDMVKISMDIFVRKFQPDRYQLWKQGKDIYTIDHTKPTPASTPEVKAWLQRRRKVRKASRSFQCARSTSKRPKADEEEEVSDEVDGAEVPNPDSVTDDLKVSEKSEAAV
procasp3 activ – procaspase-3 (human) activation. 0.11% of 330,000 active. activation, % at 8.5 µM. recombinant procaspase-3 D3A, Ac-DEVD-pNA absorbance 405 nm. P42574;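 active means activation above the mean of all tested compounds plus 3 SD, cut at about 21% in these data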;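 further: 0% = DMSO alone and 100% = DMSO wells spiked with extra 5 µM PC-3 D3A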
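Assay system – Procaspase-3 D3A mutant · Benchmarks – DMSO low control, extra-enzyme high control · Technique – 405 nm absorbance of p-nitroaniline, reads at 0 and 120 min · Doses – 8.5 µM nominal · Measure – % activation between DMSO and enzyme-spiked controls · Also added – Ac-DEVD-pNA chromogenic peptide substrate · Schedule – 1 h compound preincubation, 2 h substrate hydrolysis at 25 °C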
Starred values were filed as active, the others as inactive; x = no result given; & = joins results of further samples.

SMILES	TPT1 inhibitor	PP1 inh	procasp7 counter	PP5 inh	CTSL1 counter	Efflux pump inh	HCV core dimer	JMJD2C inh	procasp3 activ
Cc1c(N/N=C(\C#N)C(=O)c2ccc(Cl)cc2)c(=O)n(-c2ccccc2)n1C	-65	12	-4	-0.3	4	-0.2	1	-3	-13
COCCCNC(=O)C(=O)NC1CCCCCC1	0	-2	10	-0.5	2	0.1	-2	11	5
Fc1cccc(CSc2nnc3ccc(-c4ccncc4)nn23)c1	-3	-6	2	0.6	2	0.0	1	-15	-2
Cc1cc(C)n(CC(=O)N/N=C/c2cccc([N+](=O)[O-])c2)n1	1	0	11	0.9	-4	0.1	0	1	3
O=C(/C=C/c1cccc([N+](=O)[O-])c1)OCC(=O)N1CCOCC1	x	0	2	0.9	x	0.0	x	-8	-2
COc1cc(C(C(=O)NC2CCCC2)N(Cc2ccccc2)C(=O)c2snc(C(N)=O)c2N)ccc1O (stereo unspecified)	1	-1	-19	-6.3	-2	0.2	-4	-13	-7
c1ccc(CCn2nnnc2CN2CCCc3ccccc32)cc1	-9	1	10	-0.5	0	0.1	3	2	2
Cc1ccc(S(=O)(=O)Nc2cc(C(F)(F)F)ccc2N2CCOCC2)cc1C	-1	6	-1	8.3	3	0.0	6	0	-5
CC(C)c1nc(C(=O)N2CCCC(N3CCN(c4cccc(Cl)c4)CC3)C2)cs1 (stereo unspecified)	-3	0	1	5.0	6	-0.2	-10	-1	3
Nc1nnc(SCC(=O)Nc2cccc3ccccc23)s1	-1	-2	-5	0.2	0	0.1	0	-9	2
Cc1nn(Cc2ccc(Cl)c(Cl)c2)c(C)c1NC(=O)c1cc(C2CC2)on1	-1	5	9	1.6	5	0.0	25	2	6
CCOCC(=O)Nc1cc([N+](=O)[O-])ccc1OC	-5	-1	9	-0.3	2	-0.2	1	-4	3
COc1cc(C2C(C(C)=O)=C(O)C(=O)N2CCN(C)C)ccc1O (stereo unspecified)	0	-4	4	-1.4	2	-0.1	0	8	4
O=C(Nc1ccc2oc(-c3ccccc3Cl)nc2c1)c1cncc(Br)c1	-1	7	4	3.9	3	-0.1	4	-1	0
COc1ccccc1OCCC(=O)OCC(=O)NCc1ccc(Cl)cc1	2	-4	5	2.0	-44	0.0	8	3	-4
O=C(CO/N=C/c1ccc(OC(F)F)cc1)NCc1ccc(F)cc1	-2	-5	-5	-1.5	3	-0.1	0	-8	10
CCOC(=O)NCc1ccc(Cl)c(Cl)c1	0	-4	-6	1.3	-1	0.0	-6	-2	9
CCCCNC(=O)CS(=O)Cc1nc(-c2cccc(C)c2)oc1C (stereo unspecified)	-1	4	3	-0.4	-2	-0.1	13	-20	-3
C/C=C/c1ccc(OCCCNC(C)CC)c(OC)c1 (stereo unspecified)	-1	2	-9	1.6	-3	0.2	2	1	-4
COc1ccc(-n2cc(C(=O)Nc3cc([N+](=O)[O-])ccc3OC)c3ccccc3c2=O)cc1	1	2	4	3.6	0	0.1	18	-4	6
O=C(COc1ccccc1)Nc1cc(S(=O)(=O)N2CCOCC2)ccc1N1CCCC1	x	3	3	1.1	x	-0.1	x	2	4
N#Cc1ccc(OCC(=O)Nc2ccncc2)cc1	1	-3	0	0.2	3	0.7	-4	-7	0
CCOC(=O)c1[nH]c2ccccc2c1NC(=O)C1CCCCC1	0	-3	3	0.7	-1	0.1	-2	30	4
COc1ccc(CCNC(=O)c2ccc3c(c2)OCO3)cc1	-2	1	-6	2.7	1	0.1	0	-5	-4

Entries shown so far containing an aryl thioether with sulfur outside any ring, in the order listed:
SMILES	TPT1 inhibitor	PP1 inh	procasp7 counter	PP5 inh	CTSL1 counter	Efflux pump inh	HCV core dimer	JMJD2C inh	procasp3 activ
Fc1cccc(CSc2nnc3ccc(-c4ccncc4)nn23)c1	-3	-6	2	0.6	2	0.0	1	-15	-2
Nc1nnc(SCC(=O)Nc2cccc3ccccc23)s1	-1	-2	-5	0.2	0	0.1	0	-9	2

Record cards (already shown).
CCOC(=O)c1[nH]c2ccccc2c1NC(=O)C1CCCCC1 reads TPT1 inhibitor: 0; PP1 inh: -3; procasp7 counter: 3; PP5 inh: 0.7; CTSL1 counter: -1; Efflux pump inh: 0.1; HCV core dimer: -2; JMJD2C inh: 30; procasp3 activ: 4
COc1ccc(-n2cc(C(=O)Nc3cc([N+](=O)[O-])ccc3OC)c3ccccc3c2=O)cc1 reads TPT1 inhibitor: 1; PP1 inh: 2; procasp7 counter: 4; PP5 inh: 3.6; CTSL1 counter: 0; Efflux pump inh: 0.1; HCV core dimer: 18; JMJD2C inh: -4; procasp3 activ: 6

The list continues.
SMILES	TPT1 inhibitor	PP1 inh	procasp7 counter	PP5 inh	CTSL1 counter	Efflux pump inh	HCV core dimer	JMJD2C inh	procasp3 activ
O=S(=O)(c1ccc(-c2ccccn2)s1)N1CCC2(CC1)OCCO2	-3	0	2	-1.8	-1	-0.2	-3	5	-1
CCOC(=O)c1ccccc1NC(=O)CSc1nc2ccccc2n1CC(=O)N1CCCC1	-1	3	4	0.8	-1	-0.1	1	-1&-1	-5
Cc1ccc2c(c1)N(CCC(=O)NC1CC1)C(=O)C(C)O2 (stereo unspecified)	-1	-4	4	1.6	-4	-0.1	-1	-6	5
Cc1nc2sc(C(c3cccs3)N3CCC4(CC3)OCCO4)c(O)n2n1 (stereo unspecified)	2	-2	-5	2.2	0	0.1	-5	-3	2
Cc1noc(C)c1COC(=O)C1COc2ccccc2O1 (stereo unspecified)	-1	2	5	1.1	-2	0.0	2	6	6
COc1ccccc1NC(=O)c1ccc(NC(=O)C2COc3ccccc3O2)cc1 (stereo unspecified)	1	-2	-4	3.9	3	0.2	-11	-4	1
O=C1CC(N2CCOCC2)=NN1c1ccc([N+](=O)[O-])cc1	-3	1	10	4.7	-5	0.0	0	-8	12
CCC(C(=O)Nc1cccnc1)n1c(=O)[nH]c2ccccc2c1=O (stereo unspecified)	-3	-4	-7	1.0	1	-0.1	-1	1	1
O=C(CSc1nccn1-c1ccc(Cl)cc1)N1CCCc2ccccc21	-2	2	0	1.2	-1	0.1	8	0	0
Cc1ccc(-c2[nH]nc(N)c2N=Nc2ccccc2C)cc1	2	2	5	6.8	10	0.2	-7	4	-13
O=C(CNC(=O)[C@@H]1Cc2ccccc2CN1)NC1CCCCC1	2	-2	-2	-0.1	-2	-0.1	1	-8	1
OCCOCCN1CCN(C2=Nc3ccccc3Sc3ccccc32)CC1	-1&1	3&1	4&5	1.1&0.0	0&5	0.0&0.0	-3&3	22&-16	-5&8

Copied from the results shown (five entries):
SMILES	TPT1 inhibitor	PP1 inh	procasp7 counter	PP5 inh	CTSL1 counter	Efflux pump inh	HCV core dimer	JMJD2C inh	procasp3 activ
CCC(C(=O)Nc1cccnc1)n1c(=O)[nH]c2ccccc2c1=O (stereo unspecified)	-3	-4	-7	1.0	1	-0.1	-1	1	1
O=C(CSc1nccn1-c1ccc(Cl)cc1)N1CCCc2ccccc21	-2	2	0	1.2	-1	0.1	8	0	0
Cc1ccc(-c2[nH]nc(N)c2N=Nc2ccccc2C)cc1	2	2	5	6.8	10	0.2	-7	4	-13
O=C(CNC(=O)[C@@H]1Cc2ccccc2CN1)NC1CCCCC1	2	-2	-2	-0.1	-2	-0.1	1	-8	1
OCCOCCN1CCN(C2=Nc3ccccc3Sc3ccccc32)CC1	-1&1	3&1	4&5	1.1&0.0	0&5	0.0&0.0	-3&3	22&-16	-5&8

(list continues)
SMILES	TPT1 inhibitor	PP1 inh	procasp7 counter	PP5 inh	CTSL1 counter	Efflux pump inh	HCV core dimer	JMJD2C inh	procasp3 activ
CC(C)CCn1cnc2c([nH]c3cccc(Cl)c32)c1=O	2	-4	2	0.6	1	-0.1	3	7	2
COc1ccc(OC)c(S(=O)(=O)N(C)CC(=O)Nc2ccc3c(c2)OCCO3)c1	1	-4	1	-0.4	1	-0.1	0	0	9
Cc1c(-c2ccncc2)oc2ccc(Br)cc2c1=O	-1	-3	7	3.8	4	-0.2	-2	-7	4
COc1cc(/C=C2/SC(=NCc3ccccc3)N(Cc3ccccc3)C2=O)ccc1O	16	-2	-16	5.8	2	0.6	-5	-7	-21
COc1cccc2c1C(=O)c1c(O)c3c(c(O)c1C2=O)C[C@@](O)(C(=O)CO)C[C@@H]3O[C@H]1C[C@H](N)[C@H](O)[C@H](C)O1	-171	-3	-20	0.1	0	0.3	-15	-24	4
CC(=O)OCCN(CCCn1c(-c2ccncc2)nc2ccccc21)c1nc(CN2CCCCC2)cs1	3	0	8	-0.5	1	0.1	-3	0	-2
O=C(CSCc1ccccc1Cl)NCCSc1ccccn1	0	-3	5	-1.5	8	-0.1	3	-2	-2
CCOc1ccccc1-c1nnc(SCC(=O)NC2(C#N)CCCC2)o1	x	-2	6	0.7	x	-0.2	x	-4	2
Cc1ccc(NC(=O)C2CCN(C(=O)c3cccs3)CC2)c(C)c1	0	-4	-3	-0.4	1	0.3	-2	1	8
CCCCC(=O)NC(c1ccccc1OC)c1ccc2cccnc2c1O (stereo unspecified)	0	15*	12	3.7	3	-0.1	1	-16	5
CC(=O)NC(Cc1ccccc1C)C(=O)NC1CCN(C(=O)c2ccc(C)cc2)CC1 (stereo unspecified)	-2	-2	1	0.2	-3	0.1	5	3	7
O=C(CN1CCN(C2CCCCC2)CC1)Nc1ccccc1N1CCCCC1	-3	-4	-5	1.4	6	0.3	10	-10	2
O=C1NCN(c2ccccc2)C12CCN(c1nnnn1-c1ccccc1)CC2	-2	1	-5	-0.4	3	0.1	-1	-4	9
O=C(NCCSc1ccccn1)c1ccc(Cl)cc1Cl	1	-1	5	-1.3	-1	-0.1	-3	1	8
CSc1ccc(C#N)cc1NC(=O)c1cccnc1Cl	0	-1	-12	2.4	-4	0.8	3	-23	-14
Cc1cc(C)c(C)c(OCCNCc2ccccc2)c1	2	-4	-9	1.3	-2	0.0	14	11	-7
C=CCn1c(SCC(=O)Nc2ccccc2C)nc(O)cc1=O	3	-1	-11	0.9	-8	0.4	-4	-6	-8
CCc1cc(=O)oc2cc(C)cc(OCC(=O)N3CCC(C(=O)O)CC3)c12	-5	-3	13	0.2	2	-0.1	1	-3	-4
CC1CCN(C(=O)COC(=O)Cc2c[nH]c3ccccc23)CC1	-1	1	7	2.4	-5	-0.1	-15	8	6
COc1cccc(C2C(C#N)=C(N)N(N(C)C)C3=C2C(=O)CCC3)c1OC (stereo unspecified)	-1	-3	12	0.3	-1	-0.1	-1	-6	-1
Cc1ccc(S(=O)(=O)NC(CC(C)C)C(=O)N2CCCCCCC2)cc1 (stereo unspecified)	2	4	0	-2.3	4	-0.1	5	2	5
O=C(Cn1cc([N+](=O)[O-])ccc1=O)Nc1ccc2c(c1)OCO2	x	-2	7	-1.0	x	0.3	x	-3	6
O=C1NC(=Nc2ccccc2)SC1Cc1cccc(Cl)c1Cl (stereo unspecified)	4	1	0	0.6	0	-0.2	1	8	-2

High-throughput results: PubChem, several laboratories
